# From PubChem BioAssay
# PKA-R1A act: activators of PKA-R1A holoenzyme, primary screen, biochemical, fluorescence polarization, Cy5-IP20, bovine R1A, mouse PKAc; cAMP-dependent protein kinase type I-alpha regulatory subunit (Bos taurus) + …; PKA-R1A dissociation; scaled: DMSO 0%, 113 µM cGMP 100%; activation, % at 11.4 µM; 340,000 compounds, 0.083% hits; AID 504707, 2011;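 active = percent activation above the mean of all tested compounds plus 3 SD, cut at about 19% in these data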;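 also: higher means more PKAc released from R1A so a rise in polarization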
# dFosB activator: activators of delta FosB homodimer, primary screen, biochemical, fluorescence polarization, TAMRA-CDK5 oligo, single point; purified delta FosB; percent of positive-control signal above neutral wells; activation, % at 25 µM; 340,000 compounds, 0.99% hits;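 active = mean activation above about 17%, with every replicate also reaching it, limit read from the data, passing the limit was not always enough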;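 also: fluorescence polarization rise as delta FosB binds a TAMRA Cdk5 AP-1 oligo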
# Mot1-301 SUMO: yeast Mot1-301 growth rescue at high temperature, primary screen, SUMOylation pathway inhibitor project, S. cerevisiae, ATP luminescence, 38.5C | 320,000 compounds, 1% hits | growth rescue, % at 18.8 µM | S. cerevisiae Mot1-301 growth rescue; percent above DMSO median, 100 means doubled;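 active = every valid replicate shows activation above 250% relative to neutral control wells; inactive = the rest, any valid replicate at or below 250%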;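 also: OY570 slx delta 5 strain wells were the positive control but not used for scaling; some compounds called inactive have numbers as strong as hits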
# PKA-R2B act: activators of PKA-R2B holoenzyme, primary screen, biochemical, fluorescence polarization, Cy5-IP20, human | cAMP-dependent protein kinase catalytic subunit beta (Homo sapiens) + cAMP-dependent … | PKA-R2B holoenzyme dissociation; R2B truncated from residue 108, S112A mutant; 0% DMSO only, 100% 113 µM cGMP | activation, % at 11.4 µM | 340,000 compounds, 0.079% hits | AID 504700, 2011;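 active = activation above a cutoff set at the mean over all compounds plus 3 SD, cut at about 18% in these data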;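 also: higher means more holoenzyme dissociation and a rise in polarization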
# SR-BI uptake up: activators of SR-BI mediated DiI-HDL uptake, primary screen, ldlA[mSR-BI] CHO cells, DiI fluorescence; activation, % at 12.5 µM; AID 504775, 2011; 3 h; 100 = double the neutral-control signal; 320,000 compounds, 0.096% hits;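 active = mean replicate activation of at least 60% and every replicate at or above 60%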;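 also: 0% = median plate neutral-control signal and 100% = twice that signal; values of inactives mirror those of a sister screen read the other way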
#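 Assay system: LDL receptor-deficient CHO ldlA cells overexpressing murine SR-BI / Medium: BSA-supplemented, HEPES-buffered Ham's F12, pH 7.4 / Probe or stimulus: DiI-labelled HDL at 10 µg/mL final / Timing: compound with DiI-HDL co-incubation, 3 h at 37 °C / Technique: bottom-read cell fluorescence after medium removal, ex 550/em 595 nm / Measure: HDL uptake via cellular fluorescence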
# MITF TRPM1 HTS: activators of MITF-driven TRPM1 promoter reporter, primary screen, cell-based, SK-MEL-5, luciferase, single point. SK-MEL-5 TRPM1-promoter luciferase, 24 h; % of positive control, neutral wells = 0. activation, % at 12.5 µM. 300,000 compounds, 0.75% hits. AID 588334, 2011;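 active = mean activation of at least 80% with every replicate also reaching 80%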;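 also: 0% = neutral control wells and 100% = parthenolide positive control wells; values of inactives mirror those of a sister screen read the other way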
# Pemphigus Ab inh: inhibitors of pemphigus antibody binding to DSG3, primary screen, biochemical, bead-based, flow cytometry, scFv-GFP | Desmoglein-3 (Homo sapiens), P32926 | DSG3-coupled beads, scFv-anti-DSG3-GFP binding; stronger effect = lower value | binding (percent of control), % at 10 µM | 310,000 compounds, 0.48% hits;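 active = binding more than 3 SD below its plate's average and above zero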; also: some compounds called inactive have numbers as strong as hits
# NSD2 inh: NSD2 histone methyltransferase inhibitors, primary screen, biochemical, AlphaScreen, single concentration, set 2. Histone-lysine N-methyltransferase NSD2 (Homo sapiens), O96028. NSD2 peptide methylation, 120 min. inhibition, % at 12.5 µM. 310,000 compounds, 0.54% hits. AID 743445, 2014; in the data active = inhibition above about 50%
# Target sequence (O96028 whole entry, looked up): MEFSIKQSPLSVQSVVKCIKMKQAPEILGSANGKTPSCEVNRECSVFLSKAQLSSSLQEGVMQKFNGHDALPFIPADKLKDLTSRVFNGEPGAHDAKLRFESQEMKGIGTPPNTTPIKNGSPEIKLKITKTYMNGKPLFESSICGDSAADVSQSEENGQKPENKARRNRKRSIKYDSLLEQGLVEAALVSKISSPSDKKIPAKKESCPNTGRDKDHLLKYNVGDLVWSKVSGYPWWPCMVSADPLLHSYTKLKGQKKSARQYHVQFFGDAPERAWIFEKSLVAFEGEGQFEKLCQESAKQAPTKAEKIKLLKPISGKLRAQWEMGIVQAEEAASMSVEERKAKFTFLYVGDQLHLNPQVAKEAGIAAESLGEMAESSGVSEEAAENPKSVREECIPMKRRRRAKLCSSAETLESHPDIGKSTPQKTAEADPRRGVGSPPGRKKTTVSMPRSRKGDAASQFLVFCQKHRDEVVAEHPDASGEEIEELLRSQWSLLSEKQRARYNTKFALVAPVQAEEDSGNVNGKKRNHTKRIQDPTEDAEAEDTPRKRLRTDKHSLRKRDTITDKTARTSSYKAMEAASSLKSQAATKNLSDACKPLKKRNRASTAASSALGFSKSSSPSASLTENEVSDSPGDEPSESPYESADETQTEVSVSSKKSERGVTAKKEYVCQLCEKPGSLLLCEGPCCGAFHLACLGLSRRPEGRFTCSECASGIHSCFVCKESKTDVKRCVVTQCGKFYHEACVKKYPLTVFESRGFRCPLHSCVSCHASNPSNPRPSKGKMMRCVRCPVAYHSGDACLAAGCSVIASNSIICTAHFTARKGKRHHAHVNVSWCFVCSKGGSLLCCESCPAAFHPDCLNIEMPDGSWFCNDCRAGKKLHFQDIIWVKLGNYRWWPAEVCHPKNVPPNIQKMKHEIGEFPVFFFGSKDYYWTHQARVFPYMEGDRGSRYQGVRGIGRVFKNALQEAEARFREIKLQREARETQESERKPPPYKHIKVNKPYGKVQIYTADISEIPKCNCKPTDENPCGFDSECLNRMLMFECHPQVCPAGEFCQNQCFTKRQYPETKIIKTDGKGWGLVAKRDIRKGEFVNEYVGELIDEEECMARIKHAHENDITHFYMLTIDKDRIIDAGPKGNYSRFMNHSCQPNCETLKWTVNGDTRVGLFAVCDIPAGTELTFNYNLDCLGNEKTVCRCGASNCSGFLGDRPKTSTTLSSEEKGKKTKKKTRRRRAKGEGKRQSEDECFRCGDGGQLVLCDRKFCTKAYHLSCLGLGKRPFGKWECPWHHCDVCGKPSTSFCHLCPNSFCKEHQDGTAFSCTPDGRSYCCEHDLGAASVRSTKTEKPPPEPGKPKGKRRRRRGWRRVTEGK
# CDK5 p35 inh: inhibitors of human CDK5/p35 kinase, primary screen, biochemical, single concentration | inhibition, % at 10 µM | Recombinant CDK5/p35, ADP-Glo luminescence, 60 min | AID 488839, 2010 | 330,000 compounds, 0.01% hits;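 active = highest replicate inhibition of at least 50% and at least 75% of replicates reaching 50%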;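 also: plate controls were DMSO neutral control for no effect and GW8510 at 10 µM for full effect; many of its hits are not listed in these tables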
# Arrestin-AP2 inh: inhibitors of beta-arrestin/AP2 binding, primary screen, biochemical, GPCR trafficking, flow cytometry; FITC-arrestin peptide / GST-AP2 beads; AP2 beta2 appendage carries R879A mutation; inhibition, % at 10 µM; 340,000 compounds, 0.31% hits;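 active = inhibition above a set limit, near 3 SD of compounds lacking own fluorescence, cut at about 54% in these data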;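 also: plate controls were DMSO wells for no effect and 5 µM unlabelled arrestin peptide for full effect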
#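 Material – AP2 appendage R879A on GSH beads · Buffer or medium – PBS with 0.05% Tween 20 and 0.1% BSA · Probe or stimulus – fluorescein-tagged arrestin peptide at 50 nM final · Incubation – compound with beads 12 min RT, then probe 1 h RT · Detection – high-throughput flow cytometry of beads, ex 488, em 535 nm · Evaluation – percent response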
# SR-BI HDL uptake: inhibitors of SR-BI mediated HDL lipid uptake, primary screen, ldlA[mSR-BI] cells, fluorescence, single point; inhibition, % at 12.5 µM; 320,000 compounds, 0.96% hits; AID 488896, 2010; ldlA[mSR-BI] CHO cells, DiI-HDL uptake fluorescence, 3 h; Scavenger receptor class B member 1 (Mus musculus), Q61009;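 active = mean replicate inhibition of at least 70% and a set share of replicates each scoring 70 or more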;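 also: 0% = median of neutral control wells and 100% = median of positive control wells; values of inactives mirror those of a sister screen read the other way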
# Starred values were filed as active, the others as inactive; . = no result given.
SMILES,PKA-R1A act,dFosB activator,Mot1-301 SUMO,PKA-R2B act,SR-BI uptake up,MITF TRPM1 HTS,Pemphigus Ab inh,NSD2 inh,CDK5 p35 inh,Arrestin-AP2 inh,SR-BI HDL uptake
COC(=O)N1CC=CC1(C)C(=O)NCc1cc(F)cc(C(F)(F)F)c1 (centres undefined),1,1,107,0,36,14,106,.,-1.1,0,-36
CCc1ccc(OCC(=O)NC(=S)Nc2ccc(C(C)=O)cc2)c(Br)c1,-14,11,-11,-11,-8,5,95,-3,-0.3,28,8
O=C(CNC(=O)c1ccco1)Nc1cccc(Cl)c1,-17,1,22,0,2,-12,91,6,-0.8,-16,-2
CCN1C(=O)/C(=C/c2cn(C)nc2C)SC1=S,10,0,.,7,-25,19,101,1,0.5,5,25
Cc1ccc(S(=O)(=O)NC(C)(C)CSc2nnc(Nc3ccccc3)s2)cc1,2,4,13,1,-12,-2,107,-6,0.0,-9,12
O=C(NC1CCS(=O)(=O)C1)/C(=C\c1ccccc1)NC(=O)c1ccccc1 (centres undefined),1,-2,-1,2,0,-2,124,-1,-0.5,-24,0
Cc1ccc(Cl)cc1-n1ncc2c(NNC(=O)c3ccco3)ncnc21,2,11,348*,2,-3,-4,.,4,-0.1,3,3
Cc1cccc(OC(C)C(=O)N2CCCN(C)CC2)c1C (centres undefined),5,-5,0,2,7,-13,104,5,-1.6,8,-7
COc1ccc(S(=O)(=O)N(C)C)cc1NCC(=O)Nc1ccc(F)cc1F,-13,-5,-7,-9,28,7,105,-2,-2.0,-5,-28
CN(CC(=O)Nc1ccccc1C(F)(F)F)C(=O)c1ccc(-c2ccc(Cl)cc2)o1,-4,-5,-9,5,-13,5,98,1,0.6,-9,13

# Sorted by molecular weight (lowest first): 9 of the compounds above.
SMILES,PKA-R1A act,dFosB activator,Mot1-301 SUMO,PKA-R2B act,SR-BI uptake up,MITF TRPM1 HTS,Pemphigus Ab inh,NSD2 inh,CDK5 p35 inh,Arrestin-AP2 inh,SR-BI HDL uptake
CCN1C(=O)/C(=C/c2cn(C)nc2C)SC1=S,10,0,.,7,-25,19,101,1,0.5,5,25
O=C(CNC(=O)c1ccco1)Nc1cccc(Cl)c1,-17,1,22,0,2,-12,91,6,-0.8,-16,-2
Cc1cccc(OC(C)C(=O)N2CCCN(C)CC2)c1C (centres undefined),5,-5,0,2,7,-13,104,5,-1.6,8,-7
COC(=O)N1CC=CC1(C)C(=O)NCc1cc(F)cc(C(F)(F)F)c1 (centres undefined),1,1,107,0,36,14,106,.,-1.1,0,-36
Cc1ccc(Cl)cc1-n1ncc2c(NNC(=O)c3ccco3)ncnc21,2,11,348*,2,-3,-4,.,4,-0.1,3,3
O=C(NC1CCS(=O)(=O)C1)/C(=C\c1ccccc1)NC(=O)c1ccccc1 (centres undefined),1,-2,-1,2,0,-2,124,-1,-0.5,-24,0
COc1ccc(S(=O)(=O)N(C)C)cc1NCC(=O)Nc1ccc(F)cc1F,-13,-5,-7,-9,28,7,105,-2,-2.0,-5,-28
Cc1ccc(S(=O)(=O)NC(C)(C)CSc2nnc(Nc3ccccc3)s2)cc1,2,4,13,1,-12,-2,107,-6,0.0,-9,12
CN(CC(=O)Nc1ccccc1C(F)(F)F)C(=O)c1ccc(-c2ccc(Cl)cc2)o1,-4,-5,-9,5,-13,5,98,1,0.6,-9,13

# More results
SMILES,PKA-R1A act,dFosB activator,Mot1-301 SUMO,PKA-R2B act,SR-BI uptake up,MITF TRPM1 HTS,Pemphigus Ab inh,NSD2 inh,CDK5 p35 inh,Arrestin-AP2 inh,SR-BI HDL uptake
CC(=O)Nc1ccc(S(=O)(=O)Nc2nc(CN3CCOCC3)nc3sc4c(c23)CCCC4)cc1,-6,-3,-14,-5,-5,-9,104,1,-1.5,1,5
CCOC(=O)NCCOC(=O)Nc1ccc(Cl)cc1,-1,5,1,-4,18,-11,105,-5,-0.6,-2,-18
COCCCNC(=O)C1CCC(CNS(=O)(=O)c2ccc3c(c2)N(C(C)=O)CCO3)CC1 (centres undefined),-2,-5,172,0,46,-2,132,7,-0.9,18,-46
COC(=O)c1ccc(COC(=O)c2cccn2C)o1,-1,1,-7,1,-11,49,97,3,-0.8,12,11
O=Cc1c[nH]c2ccc(C(=O)c3ccccc3)cc12,2,-23,-18,2,-29,.,100,3,-0.7,-4,29
CCn1nc(C)cc1C(=O)N1CCc2c([nH]c3ccccc23)C1c1cc(F)ccc1F (centres undefined),.,-13,479*,.,-29,22,102,-6,0.0,-15,29
CC1CCCN(CCCOc2ccc(Cl)cc2Br)C1 (centres undefined),-10,5,482*,-7,-9,20,.,8,1.8,0,9
O=c1c(C(c2ccccc2)c2c(O)nc3n(c2=O)CCCS3)c(O)nc2n1CCCS2,3,3,104,-1,4,6,94,2,-1.0,8,-4
Cc1ccccc1S(=O)(=O)Cc1ccc(C(=O)NCCN(CC(C)C)CC(C)C)o1,-2,-1,20,-1,3,-7,107,19,1.3,8,-3
CC1Oc2ccccc2C(=O)N(CC(=O)c2ccc3c(c2)OCCO3)C1=O (centres undefined),8,-8,2,-14,-6,19,.,-7,.,4,6
CC1=C(C(=O)OCC2CCCO2)C(c2ccc(F)cc2)NC(=O)N1 (centres undefined),-8,1,-7,6,17,-7,99,1,-18,17,-17
COc1ccc(OCC(=O)NNC(=O)c2c(-c3ccccc3Cl)noc2C)cc1,-3,-4,466,-3,-9,-2,111,1,-3.0,7,9
C=CCOC(=O)C1=C[C@@H](c2ccc3c(c2)OCO3)C[C@@H](OCCCCO)O1,3,-17,3,-1,-4,-4,104,.,0.1,4,4
O=C(OCc1cc2ccccc2[nH]c1=O)c1ccc([N+](=O)[O-])cc1,-6,-6,2,0,.,-7,88,-1,0.5,34,.
O=C(NC1(C(F)(F)F)C(=O)Nc2c1c(=O)[nH]c(=O)n2-c1ccccc1)c1cccnc1 (centres undefined),4,4,-12,8,15,2,109,0,1.8,11,-15
COc1cccc(NC(=O)c2ccccc2-c2nc(-c3ccc(F)cc3)no2)c1,-11,-5,-10,-9,-29,13,99,-3,-1.9,19,29
O=C(O)COc1ccccc1-c1nc(-c2ccccc2)c(-c2ccccc2)[nH]1,-8,-11,64,-8,-17,-1,110,4,-2.5,9,17
COc1ccc(C(=O)/C=C/Nc2cccc(O)c2)cc1,3,-7,-5,4,-17,33,108,1,2.0,9,17
O=C(O)CCC1(C(=O)O)CCC(=O)c2ccccc21 (centres undefined),1,1,.,0,-12,-3,121,-1,-0.8,-1,12
CCOC(=O)c1cc2c(=O)n3ccccc3nc2n(CC(C)C)c1=NC(=O)c1c(-c2c(F)cccc2Cl)noc1C,-8,-5,-5,-10,4,6,.,-2,0.8,50,-4
Cn1c(=O)oc2cc(S(=O)(=O)NCCC(=O)NC3CCCc4ccccc43)ccc21 (centres undefined),0,14,5,-11,-28,-16,119,-1,-1.5,-12,28
CC(C)CN(C(=O)CN(C)C(=O)Cc1ccccc1Cl)c1c(N)n(CC(C)C)c(=O)[nH]c1=O,-9,1,16,-3,2,8,110,-3,0.4,4,-2
CCc1ccccc1NC(=O)N[C@H](C(=O)O)C(C)C,-15,1,-32,-3,29,3,82,2,-0.7,-2,-29
CCn1c(Cc2ccccc2)nnc1SCC(=O)Nc1nc(C)c(C)s1,-4,-11,17,5,3,2,103,-3,1.2,-8,-3
COc1ccc(-c2csc(NC(=O)COC(=O)C3=COCCO3)n2)cc1,8,-7,1,1,-3,37,94,2,-0.2,28,3
Cc1ccc(OCCC(=O)OCC(=O)Nc2ccc(Cl)cn2)cc1,-3,-9,13,-1,22,7,110,0,-0.1,5,-22
CCOC(=O)C1=C(c2ccccc2)N=c2s/c(=C\c3cccc(O)c3)c(=O)n2C1c1cccs1 (centres undefined),-17,-8,-8,0,-1,-14,91,1,-5.1,-2,1
O=C(c1cnsn1)N1CCC(CO)(Cc2ccc(Cl)cc2)CC1,4,-4,-14,3,-2,2,98,0,2.1,10,2
COc1ccc(-c2noc(-c3ccccc3C(=O)Nc3cccnc3)n2)cc1,-7,-14,-4,8,.,24,.,-1,0.0,6,.
CCc1ccc(N2CC(O)(c3cccs3)[N+]3=C2SCCC3)cc1 (centres undefined),-12,-4,139,-6,-12,-10,121,-2,-0.3,-7,12
Cc1cc(C)c(-n2c(SCCS(=O)(=O)c3ccc(F)cc3)n[nH]c2=O)c(C)c1,-12,-7,-10,-1,-2,.,114,-1,-0.5,4,2
